Screens from PubChem BioAssay.
Rac1 GTP hydrolysis – MgcRacGAP GTPase-activating activity inhibitors, confirmation, biochemical, ADP Hunter fluorescence | Rac GTPase-activating protein 1 (Homo sapiens) | MgcRacGAP-stimulated Rac1 GTP hydrolysis, ADP Hunter fluorescence; higher % means a stronger effect; GST-tagged Rac1 F28L mutant substrate | one-dose inhibition, % at 30 µM; IC50 in µM for titrated hits | 340,000 compounds, 0.6% hits;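 active means first-screen hits whose inhibition reached a set limit at any dose in the follow-up dose series; inconclusive means inhibition above the set first-screen limit but never retested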;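 further: fluorescence reports GDP produced by GAP-driven GTP hydrolysis; strong numbers were not always called active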
T cell HTS – modulators of CD8 T cell-vesicle binding, primary screen, mouse 2C CD8+ T cells, flow cytometry; 2C CD8+ T cell-vesicle binding; stronger effect = lower value; AID 2052, 2009; 330,000 compounds, 0.068% hits; calls only at 7 µM;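 active means response, share of CD8 T cells binding vesicles, and their 90th percentile fluorescence all below set limits, cut at about 80% in these data, passing the limit was not always enough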
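Read-out – percent CD8+ FL2 mean versus row control · System – murine 2C transgenic CD8+ T lymphocytes · Times – 1.5 h cell–vesicle binding at 37 °C, then 20 min icy labelling · Control set – naked vesicles low, QL9 vesicles with vehicle high · Detection – cytometric PE anti-B7-1 and Alexa647 anti-CD8 signals after 1% paraformaldehyde fixation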
b-catenin transl – modulators of beta-catenin nuclear translocation, primary screen, imaging, HeLa cells, immunofluorescence, high-content | nuclear translocation activity, % at 5 µM | 190,000 compounds, 0.3% hits;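 active means nuclear translocation activity above 50% at 5 µM, with a well cell count of 50 or more; inconclusive means wells under 50 cells across six images, flagged as toxic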;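 further: per-cell ratio of nuclear to cytoplasmic median beta-catenin stain intensity; plate controls were DMSO negative control for no effect and GSK-3 inhibitor IX positive control for full effect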
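test system = HeLa cells, endogenous beta-catenin | dosing = single 5 µM dose plus 0.02–20 µM confirmation series | times = compound treatment 24 h, 37°C, 5% CO2 | technique = beta-catenin immunofluorescence imaging with DAPI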
WT yeast gro inh – growth inhibition of WT strain, primary screen, mitochondrial fusion inhibitor project, WT and mutant strains, chemical genetic; mitochondrial fusion phenotypic screen; inhibition, % at 10 µM; 190,000 compounds, 2.1% hits; in the data active means inhibition above about 58%; tested in S. cerevisiae
PhoP inhibition – inhibitors of PhoP regulon expression, primary screen, Salmonella Typhimurium, GFP reporter (AID 1863). S. Typhimurium PhoP-regulated promoter GFP reporter, 4 h; higher % means a stronger effect. inhibition, % at 50 µM, or IC50 in µM where a hit was titrated. 300,000 compounds, 0.16% hits;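 active means inhibition over 29.93%, a cutoff 3 SD above the screen mean, later confirmed by dose response; inconclusive means inhibition over 29.93% but no dose response follow-up; inactive means inhibition at most 29.93% or unconfirmed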;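 further: 0% = low Mg2+ inducing control and 100% = high Mg2+ repressing control; strong numbers were not always called active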
Large T inhibition – SV40 large T antigen inhibitors, biochemical (AID 1903). one-dose inhibition, % at 20 µM; IC50 in µM for titrated hits. 310,000 compounds, 0.39% hits. SV40 large T antigen ATPase/helicase inhibition assay; higher % means a stronger effect; in the data active means a potency from the dose series; inconclusive means inhibition mostly from about 32% at the one dose, without a potency; inactive means the rest, 99 in 100 with inhibition below about 32%; further: strong numbers were not always called active
West Nile antiviral – West Nile virus antiviral activity, cell-based, CPE readout (AID 1621); West Nile virus-infected cells, CPE inhibition; higher % means a stronger effect; 290,000 compounds, 0.02% hits; CPE inhibition, % at 10 µM, or IC50 in µM where a hit was titrated; in the data active means a potency from the dose series; inconclusive means CPE inhibition mostly from about 3.7% at the one dose, without a potency; inactive means the rest, 99 in 100 with CPE inhibition below about 2.2%; further: strong numbers were not always called active
RSV CPE inhibition – RSV antiviral activity via CPE protection, HEp-2 cells, primary 10 µM value included (AID 2391); HEp-2 cells, RSV-induced CPE inhibition; higher % means a stronger effect; 310,000 compounds, 0.13% hits; one-dose CPE inhibition, % at 10 µM; IC50 in µM for titrated hits; in the data active means a potency from the dose series; inconclusive means CPE inhibition mostly from about 23% at the one dose, without a potency; inactive means the rest, 99 in 100 with CPE inhibition below about 21%; further: strong numbers were not always called active
Myeloid diff 2 – induction of myeloid progenitor differentiation, primary screen, cell-based, flow cytometry, MLPCN library. ER-HoxA9 myeloid progenitors, lysozyme-GFP differentiation. calls only at 10 µM. 360,000 compounds, 1% hits;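 active means normalized GFP-positive differentiation at or above the plate's own cutoff, the solvent-only control mean plus 3 SD; inconclusive means no clear call, values can overlap the other calls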;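 further: cells exposed to compound for four days before flow analysis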
WT yeast gro inh mutant strain – further read-out of WT yeast gro inh, marked with its call; inhibition, %; mitochondrial fusion phenotypic screen, mutant strain inhibition
b-catenin transl cell count 5 µM – also measured in b-catenin transl; calls as there; cell count; measured here: cell count, cytotoxicity flag
T cell HTS vesicle-bound % – second read-out of T cell HTS, no call of its own (marks repeat the call); double positive events, %; measured here: CD8+ vesicle-bound cell fraction;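 binding gate set so that unloaded-vesicle control wells show 10% double positive cells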
Myeloid diff 2 GFP+ MAC1+ % – second read-out of Myeloid diff 2, no call of its own (marks repeat the call); GFP+ MAC1+ double positive, %; measured here: differentiation confirmed by MAC1 staining
* hit, by the source's call. The list is partial (hit frequency here may not be typical).

O=c1c2ccccc2nc(/C=C/c2ccc3c(c2)OCO3)n1-c1ccccc1 was read as Rac1 GTP hydrolysis 5%, T cell HTS inactive, b-catenin transl -2.3, WT yeast gro inh 1, PhoP inhibition -2%, Large T inhibition -2%, West Nile antiviral 0.6%, RSV CPE inhibition 9.4%, Myeloid diff 2 inactive, WT yeast gro inh mutant strain 7, b-catenin transl cell count 5 µM 1070, T cell HTS vesicle-bound % 2 and Myeloid diff 2 GFP+ MAC1+ % 1.5.
COC(=O)C1=C(c2cccc(OC)c2OC)C[C@@H]2CC[C@H]1N2C(=O)NCc1ccco1 was read as Rac1 GTP hydrolysis 0%, T cell HTS inactive, PhoP inhibition -8%, Large T inhibition 2%, West Nile antiviral -0.1%, RSV CPE inhibition 0.6%, Myeloid diff 2 inactive, T cell HTS vesicle-bound % 34 and Myeloid diff 2 GFP+ MAC1+ % 2.6.
Cc1cc(OC(C)C(=O)NCC(O)c2ccccc2)c2c3c(c(=O)oc2c1)CCC3 (stereo not drawn) was read as Rac1 GTP hydrolysis 17%, T cell HTS inactive, PhoP inhibition -10%, Large T inhibition 11%, West Nile antiviral 0.2%, RSV CPE inhibition 2.8%, Myeloid diff 2 inactive, T cell HTS vesicle-bound % 27 and Myeloid diff 2 GFP+ MAC1+ % 1.1.
`O=C(O)Cn1cc(/C=C2\C(=O)NC(=O)N(c3ccc(Cl)cc3)C2=O)c2ccccc21` gave Rac1 GTP hydrolysis 255µM*, T cell HTS inactive, PhoP inhibition -10%, Large T inhibition 19%, West Nile antiviral 0.3%, RSV CPE inhibition 1.4%, Myeloid diff 2 inactive, T cell HTS vesicle-bound % 58 and Myeloid diff 2 GFP+ MAC1+ % 0.9.
Screening c1ccc2c(c1)OCC(C1=NCCN1)O2 (stereo not drawn) returned Rac1 GTP hydrolysis -4%, T cell HTS inactive, b-catenin transl -0.9, WT yeast gro inh -13, PhoP inhibition 3%, Large T inhibition 1%, West Nile antiviral 1.0%, RSV CPE inhibition -0.1%, Myeloid diff 2 inactive, WT yeast gro inh mutant strain 5, b-catenin transl cell count 5 µM 547, T cell HTS vesicle-bound % 45 and Myeloid diff 2 GFP+ MAC1+ % 1.6.
Screening COc1cc(/C=C2/C(=O)NC(=O)N(c3ccccc3)C2=O)ccc1O returned Rac1 GTP hydrolysis 46%, T cell HTS inactive, b-catenin transl 0.4, WT yeast gro inh 1, PhoP inhibition -11%, Large T inhibition 25%, West Nile antiviral -0.1%, RSV CPE inhibition 2.2%, Myeloid diff 2 inactive, WT yeast gro inh mutant strain -15, b-catenin transl cell count 5 µM 540, T cell HTS vesicle-bound % 63 and Myeloid diff 2 GFP+ MAC1+ % 0.7.
For CCCC[N+]12C3C[C@H](C4[C@H](O)[C@]5(C[C@@H]41)c1ccccc1N(C)[C@@H]35)[C@H](CC)[C@H]2O (stereo partly drawn) the results were Rac1 GTP hydrolysis 6%, T cell HTS inactive, PhoP inhibition -1%, Large T inhibition 11%, West Nile antiviral -1.4%, RSV CPE inhibition 18%, Myeloid diff 2 inactive, T cell HTS vesicle-bound % 22 and Myeloid diff 2 GFP+ MAC1+ % 0.1.
Screening COC(=O)C1=CO[C@@H](C)[C@@H]2CN(CCc3c[nH]c4ccccc34)CC[C@H]12 returned Rac1 GTP hydrolysis 4%, T cell HTS inactive, West Nile antiviral -0.3%, RSV CPE inhibition -1.2%, Myeloid diff 2 inactive, T cell HTS vesicle-bound % 25 and Myeloid diff 2 GFP+ MAC1+ % 3.2.
CCC1=C(C)C(N2CCOCC2)=NP(N2CCOCC2)(N2CCOCC2)=N1 was read as Rac1 GTP hydrolysis 6%, T cell HTS inactive, b-catenin transl -0.5, WT yeast gro inh -11, PhoP inhibition -3%, Large T inhibition -2%, West Nile antiviral -0.3%, RSV CPE inhibition 0.7%, Myeloid diff 2 inactive, WT yeast gro inh mutant strain -14, b-catenin transl cell count 5 µM 704, T cell HTS vesicle-bound % 34 and Myeloid diff 2 GFP+ MAC1+ % 0.5.
O=C(COC(=O)Cc1ccccc1)Nc1ccc(SC(F)F)cc1 was read as Rac1 GTP hydrolysis 7%, T cell HTS inactive, b-catenin transl 0.4, WT yeast gro inh -40, PhoP inhibition -8%, Large T inhibition 1%, West Nile antiviral 0.0%, RSV CPE inhibition 1.9%, Myeloid diff 2 inactive, WT yeast gro inh mutant strain -22, b-catenin transl cell count 5 µM 1095, T cell HTS vesicle-bound % 57 and Myeloid diff 2 GFP+ MAC1+ % 0.5.
`CCN(CC(=O)Nc1ccc(C#N)c(Cl)c1)CC(=O)NC(C)(C)C` gave Rac1 GTP hydrolysis -4%, T cell HTS inactive, b-catenin transl -0.1, WT yeast gro inh -6, PhoP inhibition -1%, Large T inhibition 15%, West Nile antiviral -1.3%, RSV CPE inhibition 7.3%, Myeloid diff 2 inactive, WT yeast gro inh mutant strain 8, b-catenin transl cell count 5 µM 1148, T cell HTS vesicle-bound % 36 and Myeloid diff 2 GFP+ MAC1+ % 0.3.
CCOC(=O)c1cccc(-[n+]2c(-c3ccccc3)cc(-c3ccccc3)cc2-c2ccccc2)c1 was read as Rac1 GTP hydrolysis 3%, T cell HTS inactive, PhoP inhibition -2%, Large T inhibition -5%, RSV CPE inhibition 10%, Myeloid diff 2 inactive, T cell HTS vesicle-bound % 13 and Myeloid diff 2 GFP+ MAC1+ % 2.0.
For COCCCn1c(N)c(C(=O)Nc2sc3c(c2C(=O)OC)CCCC3)c2nc3ccccc3nc21 the results were Rac1 GTP hydrolysis 16%, T cell HTS inactive, b-catenin transl 11, WT yeast gro inh 43, PhoP inhibition 5%, Large T inhibition 13%, West Nile antiviral 0.8%, RSV CPE inhibition inconclusive, Myeloid diff 2 inactive, WT yeast gro inh mutant strain 4, b-catenin transl cell count 5 µM 1332, T cell HTS vesicle-bound % 48 and Myeloid diff 2 GFP+ MAC1+ % 5.9.
`Cc1ccc(NC(=S)NCCc2cnc[nH]2)cc1C` gave Rac1 GTP hydrolysis 5%, T cell HTS inactive, b-catenin transl -3.2, WT yeast gro inh 18, PhoP inhibition -2%, Large T inhibition 5%, West Nile antiviral 0.1%, RSV CPE inhibition 0.0%, Myeloid diff 2 inactive, WT yeast gro inh mutant strain -1, b-catenin transl cell count 5 µM 924, T cell HTS vesicle-bound % 12 and Myeloid diff 2 GFP+ MAC1+ % 0.5.
CN(C)CCCNCC(=O)Nc1ccc(Cl)cc1C(=O)c1ccccc1 was read as Rac1 GTP hydrolysis inconclusive, T cell HTS inactive, b-catenin transl 0.3, WT yeast gro inh -7, PhoP inhibition -4%, Large T inhibition -4%, West Nile antiviral 0.0%, RSV CPE inhibition -2.8%, Myeloid diff 2 inactive, WT yeast gro inh mutant strain -14, b-catenin transl cell count 5 µM 977, T cell HTS vesicle-bound % 21 and Myeloid diff 2 GFP+ MAC1+ % 0.6.
`Cc1ccc2c(c1Cl)NC(C(=O)O)C1CC(Sc3ccccc3[N+](=O)[O-])C(Cl)C21` (stereo not drawn) gave Rac1 GTP hydrolysis 3%, T cell HTS inactive, b-catenin transl 1.4, PhoP inhibition -4%, Large T inhibition 17%, West Nile antiviral 0.1%, RSV CPE inhibition 2.5%, Myeloid diff 2 inactive, b-catenin transl cell count 5 µM 1300, T cell HTS vesicle-bound % 19 and Myeloid diff 2 GFP+ MAC1+ % 1.7.
`NP(=O)(OCCCc1ccccc1)Oc1ccc(Cl)cc1` (stereo not drawn) gave Rac1 GTP hydrolysis 11%, T cell HTS inactive, PhoP inhibition -11%, Large T inhibition 14%, West Nile antiviral -0.9%, RSV CPE inhibition -2.4%, Myeloid diff 2 inactive, T cell HTS vesicle-bound % 22 and Myeloid diff 2 GFP+ MAC1+ % 1.1.
Screening O=[N+]([O-])c1cc([As](=O)(O)O)ccc1O returned Rac1 GTP hydrolysis 1%, T cell HTS inactive, PhoP inhibition -1%, Large T inhibition 7%, RSV CPE inhibition 1.5% and T cell HTS vesicle-bound % 25.
For CCOc1cc(C=C2C(=O)NC(=O)NC2=O)ccc1OCC(=O)N1CCOCC1 the results were Rac1 GTP hydrolysis 10%, T cell HTS inactive, b-catenin transl -1.5, WT yeast gro inh -5, PhoP inhibition -9%, Large T inhibition 22%, West Nile antiviral -0.2%, RSV CPE inhibition 1.4%, Myeloid diff 2 inactive, WT yeast gro inh mutant strain -3, b-catenin transl cell count 5 µM 914, T cell HTS vesicle-bound % 32 and Myeloid diff 2 GFP+ MAC1+ % 0.4.
`CN(CCCCC(=O)/C=N/O)Cc1ccccc1` (tested in a mixture with another compound) gave Rac1 GTP hydrolysis 5%, T cell HTS inactive, WT yeast gro inh -9, PhoP inhibition 4%, Large T inhibition 2%, West Nile antiviral 0.2%, RSV CPE inhibition 1.5%, Myeloid diff 2 inactive, WT yeast gro inh mutant strain -21, T cell HTS vesicle-bound % 44 and Myeloid diff 2 GFP+ MAC1+ % 0.3.

Filtered by structure: the compounds so far with an aryl methoxy group
COC(=O)C1=C(c2cccc(OC)c2OC)C[C@@H]2CC[C@H]1N2C(=O)NCc1ccco1 was read as Rac1 GTP hydrolysis 0%, T cell HTS inactive, PhoP inhibition -8%, Large T inhibition 2%, West Nile antiviral -0.1%, RSV CPE inhibition 0.6%, Myeloid diff 2 inactive, T cell HTS vesicle-bound % 34 and Myeloid diff 2 GFP+ MAC1+ % 2.6.
Screening COc1cc(/C=C2/C(=O)NC(=O)N(c3ccccc3)C2=O)ccc1O returned Rac1 GTP hydrolysis 46%, T cell HTS inactive, b-catenin transl 0.4, WT yeast gro inh 1, PhoP inhibition -11%, Large T inhibition 25%, West Nile antiviral -0.1%, RSV CPE inhibition 2.2%, Myeloid diff 2 inactive, WT yeast gro inh mutant strain -15, b-catenin transl cell count 5 µM 540, T cell HTS vesicle-bound % 63 and Myeloid diff 2 GFP+ MAC1+ % 0.7.
